# Compound activity deposited in PubChem by several laboratories.
# MC4R antagonist: blocks human MC4R cAMP signaling; P32245; MC4R-expressing cells, MTII-stimulated cAMP, LANCE TR-FRET; inhibition, % at 6.5 µM; 360,000 compounds, 0.48% hits; AID 540295;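 active = inhibition above its plate's cutoff, the mean of tested wells on that plate plus 3 SD, cut at about 29% in these data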;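 also: 0% = Melanotan II alone and 100% = Melanotan II plus saturating MCL0020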
# Target sequence (P32245 whole entry, looked up): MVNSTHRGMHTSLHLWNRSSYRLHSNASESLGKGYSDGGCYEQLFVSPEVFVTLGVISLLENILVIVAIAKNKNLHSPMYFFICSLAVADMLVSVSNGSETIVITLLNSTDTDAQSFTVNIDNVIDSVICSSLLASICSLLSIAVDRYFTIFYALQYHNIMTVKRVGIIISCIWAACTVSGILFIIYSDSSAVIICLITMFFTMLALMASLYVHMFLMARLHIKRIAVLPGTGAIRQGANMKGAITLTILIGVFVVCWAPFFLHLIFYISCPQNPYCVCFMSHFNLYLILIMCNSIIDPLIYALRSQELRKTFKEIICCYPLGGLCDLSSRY
#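 System: U2OS cells stably expressing human melanocortin 4 receptor (MC4R). Reagent: Melanotan II challenge after compound preincubation. Doses: 6.5 µM. Times: 30-min compound, 1-h challenge, 1-h detection, room temperature. Measured by: TR-FRET with Eu-cAMP and labeled anti-cAMP, 671 nm. Replicates: singlicate.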
# ABHD5-PLIN5 inh: blocks binding of human ABHD5 to perilipin-5 | inhibition, % at 4 µM | AID 602281 | Split G. princeps luciferase complementation, luminescence, 4 h | Q00G26+Q8WTS1 | 360,000 compounds, 0.78% hits;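 active = inhibition above the mean inhibition across every tested compound plus 3 SD, cut at about 22% in these data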;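 also: 0% = DMSO only wells and the 100% control is not disclosed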
# MC4R barr agon: agonists of human melanocortin 4 receptor (MC4R) beta-arrestin. P32245. activation, % at 8.9 µM. U2OS MC4R beta-arrestin complementation, luminescence; percent of melanotan II response, DMSO zero. 360,000 compounds, 0.98% hits;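 active = activation above a per-plate cutoff, the mean activation of sample wells on that plate plus 3 SD, cut at about 8% in these data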
# TLR9-MyD88 inh: inhibitors of human TLR9-MyD88 binding | Q9NR96+Q99836 | CHO BLA complementation TLR9-MyD88, CCF4 FRET ratio | inhibition, % at 4.98 µM | 340,000 compounds, 0.21% hits;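 active = inhibition above the mean over all tested compounds plus 3 SD, cut at about 21% in these data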;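 also: 0% = DMSO only wells and 100% = clavulanate BLA inhibitor control wells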
# ABCB6 inh MLPCN: human ABCB6 transporter inhibition. Q9NP58. K562-ABCB6 porphyrin accumulation, flow cytometry, 1 h; active compounds read low. fluorescence ratio to DMSO, % at 10 µM. 360,000 compounds, 0.19% hits. AID 602162;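 active = fluorescence ratio to DMSO below 75%, the collection mean minus 3 SD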;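 also: signal is porphyrin accumulated inside mitochondria; 100% equals median channel fluorescence of DMSO control wells; lower ratio means ABCB6 inhibition with less porphyrin fluorescence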
# H9c2 protect: protects H9c2 cardiomyocytes from peroxide injury | 360,000 compounds, 0.63% hits | H2O2 injury protection, ATPLite, 2 h | protection from H2O2 cell death, % at 20 µM;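 active = compounds giving at least 50% protection of heart cells from peroxide-induced death in the single-dose screen, raw or plate-pattern-corrected value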;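 also: 0% = DMSO wells with peroxide and 100% = DMSO wells without peroxide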
# NOD2 RIPK2 PPI: NOD2-RIPK2 protein interaction inhibition | O43353 | CHO BLA complementation NOD2-RIPK2, CCF4 ratio | inhibition, % at 4.98 µM | 360,000 compounds, 0.38% hits | AID 624267; in the data active = inhibition above about 21%;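 also: 0% = vehicle only and 100% = reference blocker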
# NCOA2 inhibitor: human SRC2 (NCOA2) inhibition. HEK293 GAL4-SRC2 luciferase reporter, luminescence. inhibition, % at 9 µM. 370,000 compounds, 0.17% hits. AID 651957;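 active = inhibition above the mean inhibition of all tested compounds plus 3 SD, set per campaign, cut at about 52% in these data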;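 also: 0% = DMSO treated cells and 100% = cells given Gossypol at 36 µM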
# N-glyco inh: blocks N-linked glycosylation in D54 reporter cells. D54 ERlucT glycosylation luciferase reporter, 24 h; percent of 100 nM tunicamycin response. reporter increase, % at 12.5 µM. 360,000 compounds, 0.23% hits. AID 588692;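 active = mean luciferase reporter signal, scaled so untreated is 0 and the glycosylation-blocking control 100, at or above a set limit in every replicate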;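 also: luciferase carries N-glycosylation sites so blocking glycosylation raises the light; 0% = median of neutral control wells and 100% = median of 100 nM tunicamycin wells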
# HTR2A ag: agonists of mouse serotonin 5-HT2A receptor (HTR2A) | AID 624169 | CHO-K1 mHTR2A beta-arrestin complementation, luminescence; percent of 30 µM serotonin response | 360,000 compounds, 0.66% hits | activation, % at 7.6 µM | P35363;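 active = activation above a run cutoff, the mean activation of all tested compounds plus 3 SD, cut at about 14% in these data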;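 also: 0% = plate median of compound wells and 100% = 30 µM serotonin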
# Target sequence (P35363 whole entry, looked up): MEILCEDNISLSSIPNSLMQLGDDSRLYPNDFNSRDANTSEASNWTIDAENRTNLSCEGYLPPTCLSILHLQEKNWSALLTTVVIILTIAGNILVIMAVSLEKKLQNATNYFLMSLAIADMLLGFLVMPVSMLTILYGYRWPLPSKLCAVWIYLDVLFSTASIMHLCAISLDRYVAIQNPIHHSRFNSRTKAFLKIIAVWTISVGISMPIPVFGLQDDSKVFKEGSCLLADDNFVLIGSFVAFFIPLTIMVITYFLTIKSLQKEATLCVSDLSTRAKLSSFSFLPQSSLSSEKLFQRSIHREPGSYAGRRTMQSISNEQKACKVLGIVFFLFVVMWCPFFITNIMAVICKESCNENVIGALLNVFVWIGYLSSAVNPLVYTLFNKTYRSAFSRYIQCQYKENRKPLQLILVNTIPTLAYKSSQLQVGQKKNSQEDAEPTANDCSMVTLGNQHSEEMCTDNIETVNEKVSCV
# * marks the source's active call; other numbers are inactive results; . = no result given. An excerpt; count on the stated rates, not on these rows.
SMILES,MC4R antagonist,ABHD5-PLIN5 inh,MC4R barr agon,TLR9-MyD88 inh,ABCB6 inh MLPCN,H9c2 protect,NOD2 RIPK2 PPI,NCOA2 inhibitor,N-glyco inh,HTR2A ag
CN(C)C(=O)c1ccc(NC(=O)COC(=O)Cn2cc(C(F)(F)F)ccc2=O)cc1,3,2,-0.5,-4,101,2,-9,-16,1,6
O=C(CSc1ccc2ccccc2c1)N1CCN(c2ccc(O)cc2)CC1,0,4,-1.2,3,98,1,-4,2,-4,-6
Oc1c(Br)cc(Cl)cc1C=Nc1ccc(N2CCOCC2)cc1,-2,-40,3.2,.,95,48,-1,0,6,5
COc1cc(C2CC(=O)N3CN(Cc4ccccc4)CSC3=C2C#N)ccc1OCc1ccccc1 (configuration not stated),-1,-5,-0.9,-2,100,-6,-9,6,-7,8
CC(C)CC1NC(=O)N(CC(=O)Nc2ccccc2-c2ccccc2)C1=O (configuration not stated),8,3,-0.9,-12,99,4,0,-13,-2,-3
NC1=NC(=Nc2ccc(Br)cc2)c2ccccc21,6,2,-0.2,-13,95,-3,7,-15,2,1
COc1cccc(CN2CCNC(=O)C2CC(=O)NCCCn2ccnc2)c1 (configuration not stated),14,-7,-1.3,5,98,-1,3,-28,-1,-1
CN1C2CCC1CC(NC(=O)CSc1ccc(Cl)cc1)C2 (configuration not stated),4,4,-3.7,16,92,2,-3,-7,0,0
CCN(CC)S(=O)(=O)c1ccc(N2CCOCC2)c(NC(=O)c2ccco2)c1,5,6,-0.3,-4,91,3,-20,-12,2,5
Cc1ccc(CN(CC(=O)N/N=C/c2ccco2)S(=O)(=O)c2ccc(C)cc2)cc1,0,-2,-1.7,-6,103,-15,8,8,0,-3
CCN(CC)S(=O)(=O)c1ccc(NC(=O)c2cnccn2)cc1,6,-2,-2.9,-2,100,0,-4,-16,-2,3
Cn1c(=O)[nH]c(=O)c2c1nc(Br)n2Cc1ccccc1F,-2,5,-0.7,-10,96,2,-6,1,2,0
Cc1ccc(NC(=O)CCN2CCN(C/C=C/c3ccccc3)CC2)cc1C,9,8,3.7,5,97,-7,-2,-13,1,-6
COCCn1c(=N)c(C(=O)NCCc2ccc(OC)cc2)cc2c(=O)n3cccc(C)c3nc21,2,-1,-0.9,-1,117,27,7,-28,2,-1
COc1ccc(CC(=O)OCC(=O)Nc2ncc(Cl)cc2Cl)cc1,5,3,-1.2,1,100,5,-7,-6,1,-6
CCOC(=O)c1cnc2c(ccc3ccccc32)c1NCCO,-2,0,-2.4,-6,94,-26,7,-39,9,-4
COc1cccc(C2=CC(c3cccs3)n3nnnc3N2)c1 (configuration not stated),-7,-2,-0.9,-3,95,2,9,-34,17,-3
Cc1cc(C)c(C)c(C(=O)C2OC(=O)C(C)(C)C(=O)C2(C)C)c1C (configuration not stated),3,-1,-2.0,2,97,9,-13,-17,0,-3
O=C(COC(=O)c1ccc(Br)o1)NCc1cccs1,3,-7,-2.7,3,96,0,-1,-5,1,2
CN(CC(=O)O)S(=O)(=O)c1cccs1,3,-5,-1.3,9,96,2,1,-9,2,3
Cc1ccccc1OCCC(=O)Nc1cccc(S(=O)(=O)Nc2ccccc2Cl)c1,1,-11,0.3,0,98,-4,-2,-5,-6,6
CS(=O)(=O)N(Cc1ccc(C(=O)NCCSc2ccccn2)cc1)c1ccccc1,3,4,-3.1,1,101,62*,-2,-25,-4,1
Cc1ccccc1CNC(=O)CC1C(=O)NCCN1CC1CCCCC1 (configuration not stated),9,4,-0.1,3,103,6,0,-11,2,0
O=C(NCc1ccco1)C1Cc2cc(Cl)ccc2O1 (configuration not stated),-3,4,-0.5,0,87,4,-1,-15,-3,3
COc1ccc(-c2csc(NC(=O)c3cc(C)oc3C)n2)cc1OC,-3,0,0.0,-6,98,28,-5,5,-2,2
# The listing continues.
SMILES,MC4R antagonist,ABHD5-PLIN5 inh,MC4R barr agon,TLR9-MyD88 inh,ABCB6 inh MLPCN,H9c2 protect,NOD2 RIPK2 PPI,NCOA2 inhibitor,N-glyco inh,HTR2A ag
O=C(O)CCC(=O)Nc1ccc(N=Nc2ccccc2)cc1,-1,3,-1.8,2,101,0,1,.,1,-6
O=C(/C=C/c1cccc(Cl)c1)OCC(=O)c1ccc[nH]1,1,9,0.5,6,133,-2,-9,3,2,3
CCC(=O)Nc1ccc(NC(=O)CSc2nnnn2C2CCCC2)cc1C,22,-4,-2.9,-5,94,-3,-4,-13,0,5
CC(C)=CCOc1ccc2c(C)c(CC(=O)N3C[C@H]4C[C@@H](C3)c3cccc(=O)n3C4)c(=O)oc2c1C,13,6,-1.0,-5,101,0,4,14,-2,-1
CCCCOP(=O)(c1ccc(N(C)C)cc1)C(O)c1cc(OC)c(OC)c(OC)c1 (configuration not stated),2,2,3.1,3,99,1,-4,-8,-2,-2
Cc1cccc(N=Cc2cc3c(cc2[N+](=O)[O-])OCO3)c1,-7,-6,-1.8,-1,104,21,0,-16,4,1
Cc1cc(C)c(NC(=O)CC(C)(C)C)c(Cl)c1,5,0,1.2,0,99,15,-4,0,0,1
C=CCn1c(=O)c(C(=O)NCc2ccc3c(c2)OCO3)c(O)c2ccccc21,9,2,1.2,-8,100,13,1,-18,4,4
C[C@H]1CN([C@@H](C)CO)C(=O)Cc2cc(NC(=O)CCC(F)(F)F)ccc2O[C@H]1CN(C)S(C)(=O)=O,11,8,0.0,-7,101,1,0,0,0,-5
O=C(CCN1C(=O)C2C3CCC(C3)C2C1=O)Nc1ccccc1Cl (configuration not stated),14,-9,-1.4,-6,95,-2,0,-8,-1,5
CC1CCCN(CCCNC(=O)c2cn(C)c3ccc(S(=O)(=O)N(C)C4CCCCC4)cc3c2=O)C1 (configuration not stated),-1,4,-2.6,3,100,-4,-7,3,0,-4
CC(=O)Nc1ccc(NC(=O)C(=O)NCC(c2ccco2)N2CCc3ccccc3C2)cc1 (configuration not stated),1,-3,0.2,-7,98,7,-5,-32,10,-6
COc1ccc(-c2csc(NC(=S)NC(=O)c3cc4ccccc4o3)n2)cc1Br,4,-8,-2.9,3,105,-3,-1,-44,0,-6
CCN1CCN(c2nc3c(c(=O)n(C)c(=O)n3C)n2CCSc2nccc(C)n2)CC1,-3,-7,-0.5,-7,102,5,1,-1,2,1
COc1ccc(C(=O)NNC(=O)c2cc3ccccc3cc2O)cc1,10,0,-1.3,10,92,39,31*,2,0,-5
Cc1ccc(S(=O)(=O)c2ccc(NN)cc2)cc1,-4,1,0.2,2,105,0,-3,3,-1,-4
CC(OC(=O)Cn1[nH]c(=O)c2ccccc2c1=O)C(=O)Nc1ccccc1[N+](=O)[O-] (configuration not stated),2,-13,-2.1,3,100,79*,-16,7,1,1
COc1ccc(NC(=O)c2oc3ccccc3c2NC(=O)C2CCCO2)cc1OC (configuration not stated),-5,10,2.4,0,96,27,-9,-43,1,0
Cn1c(CCC(N)=O)nnc1SCC(=O)Nc1cc(S(=O)(=O)N2CCCC2)ccc1Cl,-4,-9,-1.4,-4,102,2,-5,-17,1,12
CC(C)[C@H](NC(=O)CCCn1nnc2ccccc2c1=O)C(=O)O,0,-4,-2.1,-7,97,0,-1,9,1,-3
Cc1nn(C)c(Cl)c1/C=N/OC(=O)c1ccc(F)cc1,2,1,-1.7,5,95,5,1,-1,0,-1
CCOC(=O)c1nc(C)n(-c2ccc([N+](=O)[O-])cc2)n1,-2,-4,-0.7,5,94,7,-2,18,0,4
O=C(CSc1n[nH]c(=O)n1-c1cccnc1)Nc1ccccc1Cl,7,4,1.5,0,95,5,-2,1,1,-5
CC(CN1CCCCC1)OC(=O)/C=C/c1ccccc1 (configuration not stated),13,-6,-1.3,1,102,-1,-2,-16,0,17*
COCc1[nH]nc2c1C(c1cccc(OC)c1)C(C#N)=C(N)O2 (configuration not stated),15,-3,2.1,1,99,5,-9,-3,0,2
# New compounds follow
SMILES,MC4R antagonist,ABHD5-PLIN5 inh,MC4R barr agon,TLR9-MyD88 inh,ABCB6 inh MLPCN,H9c2 protect,NOD2 RIPK2 PPI,NCOA2 inhibitor,N-glyco inh,HTR2A ag
Cn1cccc1Cc1nnc(SCC(=O)NCc2ccc3c(c2)OCO3)n1CCc1ccccc1,7,-1,-0.3,-1,98,2,-4,-5,0,-2
CCCn1nc(C(=O)N2CCc3ccccc32)c2ccccc2c1=O,5,4,-4.1,-10,94,1,1,9,-3,-2
c1csc(-c2nc(NCCCN3CCOCC3)c3ccccc3n2)c1,12,0,-0.6,5,97,20,1,-32,7,4
O=C(O)/C(=N/NC(=O)c1ccc(Cl)cc1)c1ccccc1,4,4,0.2,-2,104,2,2,14,-2,-4
CC(C)c1cc(=O)[nH]c(SCC(=O)NC2CCCC2)n1,3,-5,-1.4,-12,102,1,-10,-3,-1,4
CC1CCCCC1NC(=O)CSc1nnnn1-c1ccccc1 (configuration not stated),6,-1,0.5,3,94,-6,9,-16,1,0
CN(CCC#N)C(=S)Nc1ccc(Oc2ccccc2)cc1,10,-11,-2.4,5,98,-2,5,-23,1,-5
COC(=O)COc1ccc(NC(=O)C(c2ccccc2)c2ccccc2)cc1,25,4,-1.2,-4,102,-19,5,-2,5,1
CSc1nc(SCC(=O)O)c2sc3nc(-c4ccccc4)c4c(c3c2n1)CCC4,2,8,1.9,5,99,-5,-3,12,0,4
Cc1cc(NC(=O)COC(=O)C2CCN(S(=O)(=O)c3ccc(Cl)cc3)CC2)no1,1,8,3.3,-7,92,1,-8,22,0,1
CCN(CC)CCNC(=O)CCc1c(C)nc2c(c(C)nn2-c2ccc(C)cc2)c1C,7,-3,1.1,3,96,3,-5,9,-12,-10
CCOc1ccc(-n2c(SCC(=O)O)nc3sc4c(c3c2=O)CCCC4)cc1,4,-8,1.0,2,93,-2,-4,-4,2,6
CNC(=S)N1CCN(c2ccc(OC)cc2)CC1,10,-2,-0.9,0,103,4,0,-2,3,-2
COc1cnc(NS(=O)(=O)c2ccc(N)cc2)nc1,-3,2,-0.7,-10,97,5,-10,-6,-2,0
NNc1nc(-c2ccccc2)nc(-c2ccccc2)c1Br,15,-4,0.4,-11,101,7,-4,23,-1,1
O=C(O)CC1S/C(=N/N=C2CCCCC2)N(c2ccccc2)C1=O (configuration not stated),-5,3,1.8,6,99,0,-3,9,-1,5
O=C(c1cccc(Br)c1)N1CCN(c2cnn(-c3ccccc3)c(=O)c2Cl)CC1,10,-1,-1.8,-1,100,4,-7,7,1,-1
CC(C)(C)C(=O)Nc1nnc(COc2ccc(Cl)cc2)s1,2,3,-1.2,9,102,-2,-3,-9,2,1
Cc1ccc(NC(=O)COC(=O)c2ccc([N+](=O)[O-])o2)cc1S(=O)(=O)N1CCCCC1,-1,-12,5.1,2,99,34,-4,4,2,-2
